Bioassay records as filed in PubChem BioAssay.
TexasRed fluor = Total Fluorescence Counterscreen for Inhibitors of the Interaction of Thyroid Hormone Receptor and Steroid Receptor Coregulator 2 | 280,000 tested, 0.29% active | Potency, µM (series often up to 106 µM), without a hit: at the highest dose fluorescence change, negative = quenching | TRb/SRC2 Texas Red total fluorescence interference; active means well fitted curve in either direction with a large enough effect; inconclusive means small, poorly fitted or top-dose-only effect; further: on the % scale 0 is the no-effect control and ±100 the full control effect
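Human TRβ ligand-binding domain (0.6 uM) and Texas Red SRC2 peptide (20 nM) in Tris buffer with 1 uM T3 and 5% DMSO were incubated with pinned compound for 5 hr at ambient temperature. Total fluorescence was computed as S + 2P (555/632 nm).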
Lamin A splicing = qHTS Assay for Modulators of Lamin A Splicing; HeLa LMNA splicing GFP/RFP minigene ratio, 48 h; Potency, µM (top dose mostly 46.1 µM), for inactives: at the top dose ratio change, negative = inhibition, most hits filed as inhibitors; 200,000 tested, 0.01% active; active means well fitted inhibition curve with a large enough effect in the signal ratio, with a control signal flat, not every such curve was filed as active; inconclusive means small, poorly fitted or top-dose-only effect, or effect the other way, or a change in a side signal; the % refers to the signal ratio; further: on the % scale 0 is the no-effect control and ±100 the full control effect
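Read-out is the ratio of GFP to DsRed2 object intensity, acquired by 488 nm laser-scanning cytometry on HeLa lamin A-EGFP minigene reporter cells. Compound incubation 48 hrs at 37 °C in Opti-MEM with 2% FBS; DMSO 0.5% final.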
JMJD2E inh = qHTS Assay for Inhibitors of Human Jumonji Domain Containing 2E (JMJD2E); Lysine-specific demethylase 4E (Homo sapiens), B2RXH2; Potency, µM (top dose mostly 57.1 µM), for the others: top-dose activity change, negative = inhibition, most hits filed as inhibitors; JMJD2E catalytic domain, FDH-coupled NADH fluorescence (FDH is formaldehyde dehydrogenase); 230,000 tested, 1.6% active; AID 2147, 2009; active means well fitted inhibition curve with a large enough effect, not every such curve was filed as active; inconclusive means small, poorly fitted or top-dose-only effect, or another doubt; inactive means no such curve, though single readings can be large or run the other way;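 further: 0% = wells with enzyme and -100% = buffer wells without enzyme; nearly all actives have a fitted effect of over 50% in size; many of its hits are not listed in these tables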
TRb-SRC2 inh = qHTS for Inhibitors of the Interaction of Thyroid Hormone Receptor and Steroid Receptor Coregulator 2; Thyroid hormone receptor beta (Homo sapiens), P10828; TRbeta-SRC2 peptide binding, fluorescence polarization; receptor liganded with 1 µM T3; Potency, µM (titrated, usually from 106 µM), inactives show top-dose activity change, negative = inhibition, actives largely listed as inhibitors; 280,000 tested, 0.065% active;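 further: plate controls were bound peptide for no effect and peptide without receptor for full effect; nearly all actives have a fitted effect of over 50% in size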
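Read-out is fluorescence polarization (555 nm excitation, 632 nm emission) of a Texas Red SRC2 coactivator peptide; loss of signal reflects blocked binding to human TRb ligand-binding domain in the presence of 1 uM T3.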
RGS12 GoLoco inh = qHTS Assay for Inhibitors of RGS12 GoLoco Motif Activity (Red Fluorophore) | Gai1:RGS12 GoLoco peptide FP, rhodamine, 10 min | Guanine nucleotide-binding protein G(i) subunit alpha-1 (Homo sapiens), P63096 | Potency, µM (highest dose often 61.6 µM), without a hit: at the highest dose activity, negative = inhibition, usual class: inhibitors | 230,000 tested, 0.44% active; active means well fitted inhibition curve with a large enough effect, not every such curve was filed as active; inactive means no such curve, though single readings can be large or run the other way; further: on the % scale 0 is the no-effect control and ±100 the full control effect; nearly all actives have a fitted effect of over 30% in size; many of its hits are not listed in these tables
Target sequence (P63096 whole entry, looked up): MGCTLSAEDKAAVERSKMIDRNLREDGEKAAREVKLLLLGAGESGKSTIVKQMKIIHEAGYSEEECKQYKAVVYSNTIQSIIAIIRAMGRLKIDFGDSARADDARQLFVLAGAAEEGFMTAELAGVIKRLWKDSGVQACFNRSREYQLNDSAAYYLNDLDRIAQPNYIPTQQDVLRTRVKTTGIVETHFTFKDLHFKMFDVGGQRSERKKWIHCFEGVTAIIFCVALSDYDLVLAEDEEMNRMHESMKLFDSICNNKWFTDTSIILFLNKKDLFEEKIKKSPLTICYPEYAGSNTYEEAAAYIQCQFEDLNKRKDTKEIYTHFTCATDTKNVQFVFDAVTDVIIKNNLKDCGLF
SMN2 splice enh = qHTS Assay for Enhancers of SMN2 Splice Variant Expression; AID 1458, 2008; 210,000 tested, 2.8% active; Potency, µM (series often up to 46.1 µM), without a hit: at the top dose activity change, positive = activation, most hits filed as activators; HEK293 SMN2-luciferase splicing reporter, luminescence, 30-36 h; further: % of control where 0% means no effect; nearly all actives have a fitted effect of over 55% in size
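HEK293 cells carry an SMN2 minigene-luciferase reporter in which exon 7 inclusion puts luciferase in frame. Cells were seeded at 2000 cells/well, attached for 10-12 hours, then exposed to compounds for 30-36 hours at 37C before ONE-Glo luminescence.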
RECQ1 inh = qHTS Assay for Inhibitors of RecQ-Like Dna Helicase 1 (RECQ1) | ATP-dependent DNA helicase Q1 (Homo sapiens), P46063 | RECQ1 DNA unwinding, red fluorescence kinetic read | Potency, µM (highest dose often 57.3 µM), for the others: top-dose activity, negative = inhibition, usual class: inhibitors | 240,000 tested, 0.54% active | AID 2549, 2010;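 further: plate controls were vehicle for no effect and no enzyme for full effect; nearly all actives have a fitted effect of over 30% in size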
Target sequence (P46063 whole entry, looked up): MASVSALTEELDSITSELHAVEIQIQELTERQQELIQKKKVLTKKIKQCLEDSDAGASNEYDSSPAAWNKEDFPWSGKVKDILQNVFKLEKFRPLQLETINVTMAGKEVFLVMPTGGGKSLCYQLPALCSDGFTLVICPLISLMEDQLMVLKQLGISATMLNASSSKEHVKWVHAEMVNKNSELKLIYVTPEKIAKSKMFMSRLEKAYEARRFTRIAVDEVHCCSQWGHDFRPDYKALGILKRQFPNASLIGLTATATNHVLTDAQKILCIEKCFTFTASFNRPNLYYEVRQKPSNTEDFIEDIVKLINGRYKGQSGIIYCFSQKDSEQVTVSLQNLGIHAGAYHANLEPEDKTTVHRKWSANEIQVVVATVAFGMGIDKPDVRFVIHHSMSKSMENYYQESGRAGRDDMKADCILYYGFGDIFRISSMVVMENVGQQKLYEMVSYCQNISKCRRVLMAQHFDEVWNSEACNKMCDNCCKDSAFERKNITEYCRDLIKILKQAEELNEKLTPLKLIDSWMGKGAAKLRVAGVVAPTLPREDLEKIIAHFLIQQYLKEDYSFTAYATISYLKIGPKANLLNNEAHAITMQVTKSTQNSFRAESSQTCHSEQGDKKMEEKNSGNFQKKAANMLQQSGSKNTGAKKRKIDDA
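50 nM RECQ1T1 preincubated 15 min with compound in Tris pH 8.0 buffer with MgCl2, DTT, Tween-20 and 2.5 ug/ml poly(dI-dC); started with 200 nM TAMRA/BHQ-2 forked duplex and 2 mM ATP. Unwinding read as fluorescence (525/598 nm), two reads 2 h apart.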
ALDH1A1 block = qHTS Assay for Inhibitors of Aldehyde Dehydrogenase 1 (ALDH1A1); Aldehyde dehydrogenase 1A1 (Homo sapiens), P00352; Potency, µM (series often up to 75.3 µM), inactives show at the top dose activity, negative = inhibition, actives largely listed as inhibitors; AID 1030, 2008; Purified ALDH1A1, NADH fluorescence, propionaldehyde substrate; 220,000 tested, 7.3% active; active means well fitted inhibition curve with a large enough effect, not every such curve was filed as active; inconclusive means small, poorly fitted or top-dose-only effect, or another doubt; inactive means no such curve, though single readings can be large or run the other way;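 further: plate controls were no enzyme wells and a reference inhibitor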
* hit, by the source's call; i = inactive; ? = inconclusive; . = not tested or not shown; [ ] = remark or other dose. Unless noted, the call rests on the fitted dose curve; in most records, active means well fitted curve in the direction sought with a large enough effect; inconclusive means small, poorly fitted or top-dose-only effect, or another doubt; inactive means no such curve, though single readings can be large; an effect the other way counts as inactive or inconclusive. Potency means the concentration at half of the fitted maximal effect. This is a subset; rates above refer to the full screens.

SMILES | TexasRed fluor | Lamin A splicing | JMJD2E inh | TRb-SRC2 inh | RGS12 GoLoco inh | SMN2 splice enh | RECQ1 inh | ALDH1A1 block
Cc1nc(NC(=O)CN(C)S(=O)(=O)c2ccc(Cl)cc2)sc1C | 1% | 4% | -6% | 1% | -42% | 1% | -15% | 4%
COc1ccccc1C(=O)N1CCN=C1SCc1cccnc1 | -4% | -8% | 4% | 0% | 3% | -14% | -10% | -1%
CCCS(=O)(=O)N1CCCC(C(=O)NCCCN2CCN(c3ccc(F)cc3)CC2)C1 (configuration not stated) | -1% | -3% | -1% | 7% | 1% | -37%[inhibitor] | -11% | -4%
O=C(Cc1csc(N2CCOCC2)n1)N/N=C/c1ccc(F)cc1 | -11% | 3% | -2% | -2% | 12% | -16% | i | 3%
CCn1ncc(Br)c1C(=O)Nc1ccc(F)c([N+](=O)[O-])c1 | 0% | 0% | 6% | -2% | 10% | 21% | -7% | -4%
CCOC(=O)COc1ccc(S(=O)(=O)NCc2ccncc2)cc1 | 0% | -7% | 2% | -17% | 0% | -17% | -2% | 7%
Cc1cccc(NCN2C(=O)c3ccccc3C2=O)c1 | 0% | 5% | -8% | -2% | 5% | 14% | -5% | -11%
CC1CC2(CCCCC2)N2C(=O)C(=O)c3cccc1c32 (configuration not stated) | 1% | 5% | 2% | -7% | 7% | -7% | -6% | 0.045µM*
N#Cc1c(NCCCO)nc(-c2ccccc2)c2c1CCCC2 | 0% | ? | ? | -5% | . | . | -12% | ?
CC(=NCc1ccccc1)C1=C(O)COC1=O | 1% | 5% | 0% | -4% | 5% | -4% | i | 2%
CCCCN(CC)S(=O)(=O)c1ccccc1 | 2% | 7% | -1% | -14% | 9% | 11% | i | 8%
O=C(N/N=C/c1ccccn1)c1ccc(Br)o1 | 0% | -5% | -13% | 7% | 4% | -12% | -1% | 1%
N#Cc1cnn2c(-c3ccc(Cl)cc3Cl)ccnc12 | 0% | ? | ? | -1% | 12% | -5% | i | -13%
O=Cc1ccc(OCC(=O)Nc2ccccc2C(F)(F)F)cc1 | -1% | ? | ? | -3% | 2% | 14% | i | ?
COc1ccc(-c2cc(C(=O)NCCc3ccccc3)no2)cc1OC | 1% | 10% | 0% | 10% | 0% | 12% | 4% | ?
Cc1nnc(NC(=O)CSc2nc3c(c(=O)n2CCc2ccccc2)SC(C)C3)s1 (configuration not stated) | -5% | -7% | 10% | -12% | 6% | 22% | -3% | 0%
O=C(c1cnccn1)N1CCC[C@@]2(CCN(Cc3ccncc3)C2)C1 | . | . | . | . | 3% | -3% | -10% | -10%
COc1ccc(Cl)cc1NC(=O)CNc1ccc(F)cc1C | -5% | -11% | -2% | 3% | . | . | -10% | ?
Cc1nn(-c2ccccc2[N+](=O)[O-])c(=O)c2ccccc12 | -6% | . | -3% | 2% | -4% | . | 0% | 13%
COc1ccc(-c2nc3ccccc3n2OC(C)C(=O)O)cc1 (configuration not stated) | -2% | . | 15% | -2% | -7% | . | i | 8%
CCOc1ccc(C(=O)Nc2c(C(N)=O)oc3ccccc23)cc1 | -2% | ? | -2% | -10% | 2% | -2% | i | -2%
O=c1c2cc(N3CCOCC3)ccc2[nH]c(=S)n1CCN1CCCC1 | -2% | -7% | ? | 1% | 11% | -7% | -16% | ?
Cc1ccc(Cn2ccc(NC(=O)c3cc(-c4cccs4)on3)n2)cc1 | 1% | -5% | 52% | 1% | 11% | -3% | -4% | -5%
C#CCn1c(=NC(=O)c2cc(Cl)sc2Cl)sc2cc(S(N)(=O)=O)ccc21 | -2% | 10% | ? | -3% | 36%[activator] | -8% | 0% | ?
COc1ccc(NC(=O)C(=O)NCCN2CCN(C(=O)c3cccs3)CC2)cc1 | -3% | -4% | 9% | -2% | 1% | -19% | -9% | ?
CC(C)c1ccc(/C=C2\SC(N3CCCC3)=NC2=O)cc1 | -3% | 9% | 0% | 3% | -6% | -21% | i | 10%
CCCc1nc2ccc(NC(=O)c3ccco3)cc2c(=O)n1Cc1ccc(Cl)cc1 | 2% | 8% | -29% | 1% | 16% | -8% | i | -12%
O=C1NC(c2ccccc2)=C(c2nc3ccccc3s2)C(c2ccc(F)cc2)N1 (configuration not stated) | 3% | ? | ? | 8% | 10% | -29% | -6% | -4%
CC1CCCC(C(=O)OCc2ccccc2)N1 (configuration not stated) | 1% | -6% | 1% | -18% | -2% | -4% | -2% | 17%
CC/C(Cc1ccccc1)=N/NC(=O)CCn1nnc2ccccc21 | -1% | . | 36%[activator] | 7% | 1% | 10% | -15% | -5%
NC(=O)CSc1nnnn1-c1cccc(Cl)c1 | -8% | ? | -29% | -9% | -10% | 13% | 8% | 3%
Cc1cnc(CNc2ncnc3ccc(-c4ccccc4CN(C)C)cc23)cn1 | -4% | ? | 7% | -9% | -13% | -32%[inhibitor] | 4% | ?
CCOc1ccc(C(=O)NCC(c2cccs2)N(C)C)cc1OCC (configuration not stated) | -21% | -13% | -3% | 8% | 8% | 4% | -4% | -9%
CCn1cnc2c1c(=O)n(CC(=O)NCC(F)(F)F)c(=O)n2Cc1ccccc1 | -3% | -10%[46 µM] | -11% | -2% | 8% | -1% | -4% | 7%
CSc1nc(Oc2ccc(F)cc2)c2ccccc2n1 | -2% | 9% | ? | 1% | 10% | -11% | -22% | -1%
CCCCNC(=O)CSc1nnc(-c2c[nH]c3ccccc23)n1CC1CCCO1 (configuration not stated) | -2% | ? | -3% | 4% | 3% | . | -8% | 12%
COc1cccc(-n2c(C)nc3c(cnn3-c3ccc(Cl)cc3)c2=O)c1 | -2% | 0% | 5% | -8% | 1% | -89%[inhibitor] | -5% | 4%
Cc1cc(=O)n2nc(N3CCCC(C(=O)NC(C)c4ccccc4)C3)sc2n1 (configuration not stated) | 1% | -13% | 7% | 2% | 4% | ? | -6% | ?
Cc1ccc2c(c1)C(=O)C(=O)N2CCOc1ccccc1 | -3% | ? | -7% | 9% | 20% | -19% | i | 1.3µM*
CCN(CC)S(=O)(=O)c1ccc2oc(C(=O)N3CCCCCC3)c(C)c2c1 | -2% | ? | -1% | -8% | 9% | -37%[inhibitor] | -2% | 13µM*
O=C(Oc1cc(=O)oc2ccccc12)c1cccnc1Cl | -10% | -1% | -1% | -1% | -14% | 8% | -10% | ?
CC(=O)c1ccc(-c2ccc(-c3cc(=O)oc4c(C(C)C)ccc(C)c34)cc2)cc1 | 1% | . | . | 5% | 7% | . | i | 11%
CCOc1ccccc1Nc1nnc(SCC(=O)NC(Cc2c[nH]c3ccccc23)C(=O)O)s1 (configuration not stated) | -1% | 0%[46 µM] | -7% | 0% | 9% | -1% | 0% | 8%
COc1ccc(S(=O)(=O)N2CCCC2C(=O)Nc2nccs2)cc1 (configuration not stated) | -1% | 9% | 6% | -14% | 10% | -2% | i | -3%
CC(C)OCCCn1c(=N)c(C(N)=S)cc2c(=O)n3ccccc3nc21 | -3% | -3% | ? | -3% | 48%[activator] | 1% | -5% | ?
S=c1[nH]nc(-c2cccnc2)n1C1CCCCC1 | 0% | -18% | -4% | 0% | -3% | 8% | -5% | -1%
COc1ccc(C2N(Cc3ccccc3)CC(=O)N2/N=C(\C)c2ccccc2)cc1 (configuration not stated) | -7% | 8% | 0% | 0% | 5% | 18% | -18% | -5%
CN(C)CCCCOc1ccccc1-c1ccccc1 | 0% | -9% | ? | -5% | 2% | -9% | i | -2%
COc1ccccc1NS(=O)(=O)c1ccc2oc(=S)[nH]c2c1 | -3% | . | -26% | -1% | 0% | . | -3% | .
COc1ccc(-c2nc3ccccn3c2/N=C/c2ccc(OC)c(OC)c2)cc1O | 0% | -17% | ? | -1% | 0% | 6% | 5% | ?
